Lipid droplet: modulators of hepatic lipid droplet formation | 240,000 compounds, 0.4% hits | inhibition, % at 6.5 µM | AML12 mouse hepatocytes, oleate lipid droplets, BODIPY imaging;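 active means lipid droplet intensity inhibited by at least 50%, with more than 500 cells counted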
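Assay system: AML12 mouse liver cells | Compound: 6.5 µM single-point dosing | Schedule: Overnight exposure | Technique: Fluorescence imaging, 20x objective, two fields per well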
HEK293 NOD2/NF-kB: NOD2 signaling inhibitors, cell-based, luminescence, uHTS, HEK293 (AID 1566); inhibition, % at 4 µM; hits with a dose series show EC50 in µM; 290,000 compounds, 0.63% hits; HEK293 NOD2/NF-kB luciferase reporter, luminescence; higher % means a stronger effect; further: many of its hits are not listed in these tables
LYP inhibition: PTPN22 lymphoid phosphatase activity blockers – biochemical, fluorescence intensity, uHTS (AID 1779). recombinant LYP phosphatase, fluorescence intensity; higher % means a stronger effect. inhibition, % at 11.5 µM; hits with a dose series show IC50 in µM. 290,000 compounds, 0.054% hits;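 further: plate controls were vehicle with enzyme for no effect and no enzyme for full effect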
P. falciparum M17LAP: P. falciparum M17LAP inhibitors, primary screen, biochemical, fluorogenic H-Leu-NHMec substrate, 1536-well (AID 1619). 220,000 compounds, 0.38% hits. recombinant M17LAP, H-Leu-NHMec fluorogenic kinetic assay; higher % means a stronger effect. one-dose inhibition, % at 30 µM; IC50 in µM for titrated hits;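 active means compound inhibiting the enzyme by more than half at any dose during confirmatory dose-response retesting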;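 further: plate controls were full reaction with DMSO carrier for no effect and no enzyme background for full effect; strong numbers were not always called active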
SIAH1 antagonists: Siah-1 peptide-binding antagonists, primary screen, biochemical, fluorescence polarization, rhodamine-plectin, uHTS (AID 1817) | 290,000 compounds, 0.02% hits | displacement, % at 20 µM; hits with a dose series show IC50 in µM | Siah-1 / rhodamine-plectin peptide fluorescence polarization; higher % means a stronger effect;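 active means displacement of at least 50% at 20 µM, with a fluorescence ratio check between 0.3 and a set limit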;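 further: plate controls were Siah plus tracer with DMSO for no effect and tracer alone without Siah for full effect; strong numbers were not always called active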
AID2073: disruptors of CaV2.2 binding to Mint1 – biochemical, HTRF (AID 2073) | HTRF protein-protein interaction, Mint1-CaV2.2; higher % means a stronger effect | one-dose inhibition, % at 20 µM; IC50 in µM for titrated hits | 290,000 compounds, 0.19% hits; in the data active means inhibition mostly above about 51%, no sharp cut-off; further: some results filed as inactive read as strong as hits
XIAP antagonists: XIAP antagonists, biochemical, IAP family, fluorescence polarization (AID 1018). XIAP BIR domain, fluorescence polarization peptide displacement; higher % means a stronger effect. displacement, % at 20 µM, or IC50 in µM where a hit was titrated. 200,000 compounds, 0.007% hits; in the data active means displacement above about 50%; further: a part of the inactive calls stands beside numbers as strong as those of hits
P. falciparum M1AAP: malaria alanyl aminopeptidase activity blockers – biochemical, fluorogenic H-Leu-NHMec substrate, 1536-well (AID 1445); recombinant M1AAP, H-Leu-NHMec fluorogenic kinetic assay; higher % means a stronger effect; inhibition, % at 30 µM; hits with a dose series show IC50 in µM; 220,000 compounds, 0.42% hits;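 active means primary inhibition above the hit cutoff, then over 50% inhibition at one or more dose response concentrations, cut at about 23% in these data, passing the limit was not always enough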;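 further: plate controls were DMSO full reaction for no effect and no enzyme background for full effect; strong numbers were not always called active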
ER stress rescue: rescue of cells from ER stress-induced death, primary screen, 384-well, CSM14.1, thapsigargin, ATP luminescence (AID 1222); CSM14.1 thapsigargin-induced death rescue, ATP luminescence; higher % means a stronger effect; 190,000 tested, under 10 active; cellular ATP content (survival), % at 20 µM, or EC50 in µM where a hit was titrated;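 active means EC50 below 50 µM in the dose-response confirmation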;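 further: death triggered by thapsigargin at about 15 µM added after 2 h compound pretreatment; cell ATP read after overnight thapsigargin exposure of roughly 18 to 22 hours; normalized against plate controls of thapsigargin alone and 5% DMSO vehicle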
Lipid droplet cells 6.5 µM: second read-out of Lipid droplet, no call of its own (marks repeat the call); cell count; measured here: cell count, cytotoxicity flag;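 cells counted across two imaged fields per well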
Starred values were filed as active, the others as inactive; x = no result given. Unless noted, no stated cut-off is given here; in the data, active means inhibition above about 50%; inactive means the rest.

SMILES	Lipid droplet	Lipid droplet cells 6.5 µM	HEK293 NOD2/NF-kB	LYP inhibition	P. falciparum M17LAP	SIAH1 antagonists	AID2073	XIAP antagonists	P. falciparum M1AAP	ER stress rescue
COc1ccc(CNC(=S)Nc2cc(C)cc(C)c2)cc1	x	x	6.1%	-1.0%	11.1%	3.1%	-2.7%	-4.8%	9.6%	-1.6%
CN1C(=O)C(O)(CC(=O)c2ccccc2O)c2cc(Br)ccc21 (stereo unspecified)	-0.1	669	11.4%	3.4%	12.7%	-4.8%	4.7%	-1.1%	5.1%	-2.7%
COc1cc(NC(=O)c2ccccc2-c2ccccc2)cc(OC)c1	-25.7	709	-24.3%	2.7%	-5.1%	3.1%	2.5%	-3.3%	4.0%	-1.8%
Cc1ccc(-c2nc(CS(=O)CC(=O)N3CCN(c4ccc(F)cc4)CC3)c(C)o2)cc1 (stereo unspecified)	-3.7	626	22.4%	-5.1%	x	8.1%	0.8%	x	x	x
Cc1cc(CSc2ccccc2)ccc1NC(=O)COc1ccccc1C	7.4	644	4.4%	-1.7%	0.3%	1.1%	29.6%	-3.7%	-1.1%	6.2%
CN(C)S(=O)(=O)c1ccc(Cl)c(C(=O)NC2CCCCCCC2)c1	-3.9	733	18.1%	-8.5%	x	0.1%	7.0%	x	x	x
CCn1c(=O)cc(SCC(=O)N2CCN(c3ccccn3)CC2)c2ccccc21	-3.7	679	-7.1%	2.9%	-3.1%	0.0%	-2.0%	-16.2%	6.5%	-1.6%
CCOC(=O)c1cccc(NC(=O)CCc2c(C)nc3ncnn3c2C)c1	x	x	-0.6%	-6.8%	5.4%	2.5%	-6.9%	-23.8%	-7.4%	-0.3%
CC(NC(=O)COc1ccc(/C=N/NS(=O)(=O)c2ccccc2)cc1)c1ccccc1 (stereo unspecified)	x	x	15.9%	-3.7%	-3.5%	2.1%	-3.7%	-21.6%	2.9%	0.3%
Cc1ccc(C(=O)N(Cc2ccc3c(c2)OCO3)Cc2nc3ccccc3c(=O)[nH]2)cc1	11.3	836	-7.3%	3.6%	12.1%	5.1%	0.3%	-5.9%	8.6%	3.4%
Cc1cc(CNC(=O)Nc2ccc3c(c2)OCO3)nn1C	4.9	796	-17.4%	-9.9%	17.7%	-0.7%	-8.0%	-7.6%	-3.5%	-2.9%
Cc1ccc2c(c1)-c1cc(C)nn1C(c1ccc3c(c1)OCO3)N2 (stereo unspecified)	0.9	616	-2.1%	-4.1%	1.8%	1.6%	7.5%	0.5%	6.4%	-1.2%
CCOC(=O)C1=C(N)Oc2c(oc(CO)cc2=O)C1c1ccccc1 (stereo unspecified)	21.2	737	8.8%	-3.8%	3.2%	5.7%	-9.6%	-3.9%	4.2%	-1.7%
O=C(Nc1ccccc1Cl)NC1(C(=O)NCc2ccncc2)CCCCC1	-12.4	738	-10.0%	-7.4%	x	-2.1%	6.1%	x	x	x
COCc1ccc(C(=O)N2CCCC(N3CCN(c4ccccc4C)CC3)C2)s1 (stereo unspecified)	10.1	646	-1.3%	-8.0%	x	0.6%	4.6%	x	x	x
COc1ccc(CN(C)CCc2ccccn2)c(OC)c1OC	x	x	15.0%	-8.0%	-1.9%	5.0%	11.8%	1.3%	-9.5%	-0.8%
O=C(c1ccc(Br)cc1)c1sc(N2CCOCC2)nc1-c1ccccc1	-6.9	647	25.4%	5.0%	0.1%	4.2%	-19.4%	-5.5%	11.3%	0.9%
CC(=O)Nc1ccc(N2CCN(c3ccc(F)cc3)CC2)cc1	-0.4	818	4.7%	-4.7%	x	0.8%	-1.5%	x	x	x
COc1ccc(CCNC(=O)COC(=O)/C=C/c2ccc(OCC#N)c(OC)c2)cc1	32.5	717	-2.5%	-6.7%	-4.3%	-2.0%	0.7%	-5.8%	9.5%	-2.7%
CCOCCOC(=O)c1cccc2c1-c1ccccc1C2=O	x	x	2.6%	-8.6%	x	-1.8%	4.4%	x	x	x
O=C(Nc1cccc(O)c1)C1CCCN1C(=O)OCc1ccccc1 (stereo unspecified)	-3.4	666	-0.2%	4.5%	11.2%	-2.1%	-7.5%	-0.6%	-5.2%	x
CCOCCCNC(=O)c1ccccc1SC	-1.7	688	9.0%	-4.9%	-13.2%	1.6%	-3.2%	-6.6%	3.6%	10.2%
CN(CCCS(=O)(=O)[O-])c1ccc(/C=C/c2ccc3ccccc3[n+]2C)cc1	-7.0	798	1.5%	-1.2%	x	-1.1%	-38.1%	x	x	x
CCC1(CC)C(=O)NC(=O)NC1=NCCc1ccc(O)cc1	3.4	644	-9.8%	-0.6%	-0.2%	-5.1%	-23.3%	-0.7%	-1.8%	-1.3%
CCc1nc(SCC(=O)Nc2c(C)n(C)n(-c3ccccc3)c2=O)n[nH]1	x	x	15.4%	-8.5%	4.3%	-1.7%	-6.4%	0.8%	-1.9%	-2.4%

4 records drawn at random from those above, as already listed:
SMILES	Lipid droplet	Lipid droplet cells 6.5 µM	HEK293 NOD2/NF-kB	LYP inhibition	P. falciparum M17LAP	SIAH1 antagonists	AID2073	XIAP antagonists	P. falciparum M1AAP	ER stress rescue
COCc1ccc(C(=O)N2CCCC(N3CCN(c4ccccc4C)CC3)C2)s1 (stereo unspecified)	10.1	646	-1.3%	-8.0%	x	0.6%	4.6%	x	x	x
Cc1ccc2c(c1)-c1cc(C)nn1C(c1ccc3c(c1)OCO3)N2 (stereo unspecified)	0.9	616	-2.1%	-4.1%	1.8%	1.6%	7.5%	0.5%	6.4%	-1.2%
COc1ccc(CNC(=S)Nc2cc(C)cc(C)c2)cc1	x	x	6.1%	-1.0%	11.1%	3.1%	-2.7%	-4.8%	9.6%	-1.6%
CC(NC(=O)COc1ccc(/C=N/NS(=O)(=O)c2ccccc2)cc1)c1ccccc1 (stereo unspecified)	x	x	15.9%	-3.7%	-3.5%	2.1%	-3.7%	-21.6%	2.9%	0.3%

Continuation:
SMILES	Lipid droplet	Lipid droplet cells 6.5 µM	HEK293 NOD2/NF-kB	LYP inhibition	P. falciparum M17LAP	SIAH1 antagonists	AID2073	XIAP antagonists	P. falciparum M1AAP	ER stress rescue
CCOC(=O)CCn1c2nc(C)cc(C)c2c(=O)n1-c1ccccc1	13.9	805	5.9%	-2.6%	-45.5%	1.7%	11.8%	-12.0%	7.0%	-1.4%
CCN(CC)S(=O)(=O)c1cccc(C(=O)OCc2cc(=O)n3nc(C)sc3n2)c1	x	x	-13.5%	-9.1%	-13.3%	6.4%	-1.4%	-3.5%	7.3%	-0.1%
CCOC(=O)C1CCCCN1C(=O)CCn1nnnc1CN1CCOCC1 (stereo unspecified)	-26.9	738	-0.5%	1.3%	x	0.8%	19.5%	x	x	x
CC(C)(C)NS(=O)(=O)c1ccc(C(=O)Nc2ccc3c(c2)OCO3)cc1	15.6	801	-11.1%	0.8%	x	0.4%	-0.1%	x	x	x
O=C(c1ccc(COc2ccccc2Cl)o1)N1CCN(c2ccccc2)CC1	x	x	-1.3%	1.1%	-4.0%	4.7%	-2.6%	0.2%	6.9%	1.6%
CC(C)(C)c1nnc2sc(SCC(=O)N3CCCc4ccccc43)nn2c1=O	x	x	10.4%	-1.9%	-0.7%	1.6%	-19.3%	-2.4%	2.5%	-3.0%
O=C(Nc1ccccc1)N1CCN(Cc2ccccc2)CC1	0.1	809	-10.4%	-5.3%	8.8%	-5.6%	19.6%	-3.1%	-3.7%	-5.9%
CCOc1ccccc1C1c2[nH]c3ccccc3c2C[C@H]2C(=O)N(C3CC3)CC(=O)N12 (stereo partly specified)	4.1	675	6.5%	-6.9%	x	0.6%	5.5%	x	x	x
CCC(=O)N1c2ccc(S(=O)(=O)NCCc3ccc(OC)c(OC)c3)cc2CC1C (stereo unspecified)	-4.9	671	16.1%	-3.1%	x	-2.0%	3.7%	x	x	x
Cc1ccc2oc(C(=O)N(Cc3nccn3C)C(C)C)c(C)c2c1	-19.5	772	14.8%	-8.2%	x	-1.1%	4.6%	x	x	x
COc1ccc(CCC(=O)Nc2cc(Cl)ccc2OC)cc1	2.7	759	14.4%	-2.7%	0.3%	3.4%	0.0%	-4.7%	6.9%	4.2%
Cc1ccnc(N2CCCC(C(=O)Nc3cccc(C)c3C)C2)n1 (stereo unspecified)	-4.4	789	10.4%	-4.2%	x	6.5%	22.8%	x	x	x
Cc1cnc(C(=O)OCC(=O)NC2CCCCC2)cn1	x	x	10.2%	-5.8%	-2.4%	-2.3%	-9.6%	-5.3%	-1.7%	0.4%
CCOc1cc(/C=C(\C#N)C(=O)NCC2CCCO2)ccc1OCC(N)=O (stereo unspecified)	-2.2	625	20.7%	-4.4%	8.5%	4.1%	-3.0%	-2.5%	18.4%	-0.1%
Cc1ccc(S(=O)(=O)NC(CC(=O)O)c2ccccc2)cc1 (stereo unspecified)	2.9	786	5.4%	-1.6%	8.5%	2.6%	6.2%	-4.0%	3.2%	0.7%
COc1ccc(/C=C(\C#N)c2c[nH]c3ccccc23)cc1	-173.2	519	-24.6%	-4.4%	x	1.4%	0.4%	x	x	x
COc1ccc(NC(=O)c2cc(F)c(F)cc2Cl)cc1Cl	-50.2	734	-46.3%	-7.0%	-1.2%	-3.4%	6.5%	x	3.2%	x
CCN(CC)CCNC(=O)c1ccc(Cl)c(S(=O)(=O)N2CCCCCC2)c1	7.7	816	12.1%	-1.6%	1.2%	3.7%	2.6%	-2.9%	4.8%	-1.0%
Cc1ccc(OCC(=O)N/N=C/c2ccc3c(c2)OCO3)cc1C	23.1	741	-45.7%	1.6%	3.7%	3.6%	-4.4%	-0.1%	1.0%	-2.8%
COc1ccc(NC(=O)CN2C(=O)COc3ccc(C)cc32)cc1	2.2	800	2.6%	-6.1%	x	12.4%	5.7%	x	x	x
CCOC(=O)C1(CCCCCCOc2ccc(Cl)cc2)CO1 (stereo unspecified)	-18.0	741	3.3%	-4.3%	1.0%	-0.3%	-5.7%	0.5%	-8.0%	-0.2%
O=C(C1CCCO1)N1CCc2ccccc21 (stereo unspecified)	-2.4	669	-9.4%	0.9%	1.8%	2.4%	17.4%	-1.8%	3.4%	-2.8%
COc1cccc(C2CC(C(F)(F)F)n3nc(C(=O)Nc4c(C)n(C)n(-c5ccccc5)c4=O)cc3N2)c1 (stereo unspecified)	1.7	702	15.8%	-6.8%	5.0%	7.6%	0.5%	-4.3%	-0.4%	-0.8%
CCS(=O)(=O)N1CCN(C(=O)c2ccccc2[N+](=O)[O-])CC1	-0.3	667	-18.1%	3.1%	14.8%	-0.4%	-5.5%	-4.2%	10.7%	-1.0%
NS(=O)(=O)c1ccc(CCNC(=O)CSc2nc3ccccc3c(=O)n2CC2CCCO2)cc1 (stereo unspecified)	-2.5	695	-0.8%	-5.8%	x	6.0%	9.6%	x	x	x
COc1cccc(CC(NC(C)=O)C(=O)NC2CCN(S(=O)(=O)c3cccc4ccccc34)CC2)c1 (stereo unspecified)	5.9	717	21.3%	-4.7%	6.4%	2.4%	5.1%	0.3%	6.0%	1.0%

Screens (PubChem BioAssay)

Some of the compounds tested; the hit share may differ from the screen's.
